# Compound activity from PubChem BioAssay.
# CHO-K1 Ca PAM – M1 PAM counterscreen hit in parental CHO-K1 cells | 0.02% of 360,000 active | AID 602247 | activation, % at 3 µM | ATP EC20, Fluo-8 calcium fluorescence; 0% at ATP EC20, 100% at ATP max;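 active means activation above the run cutoff, the mean activation of all test compounds plus 3 SD, cut at about 40% in these data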;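 further: peak over basal fluorescence ratio in a 140 s read after ATP addition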
# OXTR potentiate – potentiators of human oxytocin receptor | P30559 | CHO-OTR cells, Fluo-8 calcium fluorescence, potentiator mode; 0% = oxytocin EC15, 100% = EC100 | activation, % at 3 µM | 0.061% of 320,000 active;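 active means activation above that plate's cutoff, the mean activation of tested compounds plus 3 SD, cut at about 6.6% in these data, passing the limit was not always enough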;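 further: 100% uses oxytocin at 75 nM as the full agonist control; some results filed as inactive read as strong as hits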
# Target sequence (P30559 whole entry, looked up): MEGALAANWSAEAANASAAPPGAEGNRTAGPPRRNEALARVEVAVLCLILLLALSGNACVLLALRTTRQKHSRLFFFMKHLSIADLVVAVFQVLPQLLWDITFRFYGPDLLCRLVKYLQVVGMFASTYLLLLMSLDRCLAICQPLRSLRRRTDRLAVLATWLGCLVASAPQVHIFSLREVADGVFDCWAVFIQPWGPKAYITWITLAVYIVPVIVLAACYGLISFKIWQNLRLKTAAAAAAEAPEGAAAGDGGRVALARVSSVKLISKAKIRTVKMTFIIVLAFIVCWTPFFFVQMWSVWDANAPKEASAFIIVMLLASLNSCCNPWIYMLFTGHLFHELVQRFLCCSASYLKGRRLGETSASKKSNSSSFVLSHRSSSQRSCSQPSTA
#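 test system = CHO-OTR cells, human receptor | compound = single-point 3.0 µM | schedule = 6 min compound pre-incubation at room temperature, 100 s kinetic read | signal = Fluo-8 no-wash calcium dye fluorescence, excitation 470-495 nm, emission 515-575 nm | repeats = single well per compound, singlicate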
# CHO parental Ca – signal in parental CHO cells, OX1R antagonist counter-screen; inhibition, % at 5.6 µM; parental CHO-K1, ATP-induced calcium, Fluo-8 fluorescence; 0.63% of 330,000 active; AID 463079;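 active means inhibition above that plate's mean sample inhibition plus 3 SD, cut at about 26% in these data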;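 further: 0% = ATP-challenged DMSO wells and 100% = DMSO wells without ATP; some compounds past the cut are filed as inactive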
#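 Test system: untransfected parental CHO cell line. Compound: one dose, 5.6 µM nominal. Detection: intracellular calcium via Fluo-8 no-wash fluorescent dye. Measure: % inhibition. Benchmarks: ATP-challenged DMSO wells low, unchallenged DMSO wells high.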
# TAAR1 ag – agonists of human TAAR1. Q96RJ0. CHO RD-HGA16 TAAR1, Fluo-8 calcium fluorescence; vehicle wells 0%, saturating PEA agonist 100%. activation, % at 3 µM. 0.99% of 360,000 active;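 active means activation above the mean activation of all test compounds in the run plus 3 SD, cut at about 38% in these data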
#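 Assay system – CHO-derived RD-HGA16 cells with stable Gα16 and human TAAR1 · Compound dosing – one-point dosing at 3 µM (nominal) · Incubation – 17-24 h seeding, 75 min 37 °C dye, 30 min RT · Measured by – kinetic Fluo-8 calcium fluorescence · Control set – DMSO vehicle as 0%, PEA at EC100 as 100% · Repeats – single well for each compound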
# V1R ag counter – counter-screen for oxytocin receptor agonists: human V1a receptor agonists | CHO-V1R cells, Fluo-8 calcium fluorescence, agonist mode; 0% DMSO, 100% 3 nM vasopressin | activation, % at 3 µM | 0.25% of 320,000 active;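 active means activation above the mean activation of all tested compounds plus 3 SD, per screening run, cut at about 20% in these data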;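 further: signal is peak over basal fluorescence ratio across a 100 second FLIPR read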
# Target sequence (P37288 whole entry, looked up): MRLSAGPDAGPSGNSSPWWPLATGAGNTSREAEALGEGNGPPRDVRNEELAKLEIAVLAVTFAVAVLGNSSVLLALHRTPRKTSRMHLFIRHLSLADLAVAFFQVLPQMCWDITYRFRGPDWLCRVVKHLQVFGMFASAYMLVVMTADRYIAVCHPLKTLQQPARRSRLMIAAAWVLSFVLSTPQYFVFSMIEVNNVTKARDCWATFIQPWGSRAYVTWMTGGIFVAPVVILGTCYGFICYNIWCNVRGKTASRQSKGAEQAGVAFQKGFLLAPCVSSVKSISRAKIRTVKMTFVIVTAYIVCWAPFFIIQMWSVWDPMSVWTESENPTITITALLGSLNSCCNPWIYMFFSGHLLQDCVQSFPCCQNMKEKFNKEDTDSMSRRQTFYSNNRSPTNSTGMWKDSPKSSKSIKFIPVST
# CHO-K1 Ca ag – M1 agonist counterscreen hit in parental CHO-K1 cells. activation, % at 3 µM. Fluo-8 calcium fluorescence; scaled to maximal ATP response, vehicle zero. 0.48% of 360,000 active; in the data active means activation above about 15%;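 further: untransfected CHO-K1 host cells lacking M1 receptor as counterscreen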
# TAAR1 antag – antagonists of human TAAR1; Q96RJ0; CHO RD-HGA16 TAAR1, Fluo-8 calcium fluorescence, antagonist; inhibition, % at 3 µM; 1.5% of 360,000 active;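 active means inhibition above a per-plate cutoff, the mean inhibition of test compounds on that plate plus 3 SD, cut at about 49% in these data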;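 further: 0% = DMSO plus EC80 beta-PEA response and 100% = DMSO alone without agonist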
#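 Test system: hTAAR1-expressing CHO RD-HGA16 cells, Gα16-coupled; Probe or stimulus: EC80 β-phenethylamine stimulus; Compound dosing: single nominal final test compound concentration of 3 µM; Timing: 140 s kinetic read after compound, 140 s after agonist; Signal: Fluo-8 calcium-sensitive fluorescence; Measure: % inhibition of agonist calcium response; Controls: DMSO and EC80 PEA controls.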
# CHO-K1 Ca antag – M1 antagonist counterscreen hit in parental CHO-K1 cells; ATP-induced calcium, Fluo-8 fluorescence; AID 602250; 0.6% of 360,000 active; inhibition, % at 3 µM;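 active means inhibition above a per-plate cutoff, the plate's mean sample inhibition plus 3 SD, cut at about 24% in these data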;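 further: 0% = DMSO plus EC80 ATP and 100% = DMSO alone without ATP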
# CHRM1 agonist – human M1 muscarinic receptor agonism; P11229; CHO-K1 hM1, Fluo-8 calcium fluorescence, agonist mode; 0% DMSO, 100% acetylcholine EC100; activation, % at 3 µM; 0.33% of 360,000 active; AID 588814;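 active means activation above the run's mean compound activation plus 3 SD, cut at about 16% in these data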;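 further: peak over basal fluorescence ratio within a 140 s kinetic read after compound addition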
# * marks the source's active call; other numbers are inactive results; / = no result given. Compounds were not picked by outcome (roughly 3.3% active in at least one column).
cpd	molecule	CHO-K1 Ca PAM	TAAR1 antag	CHO-K1 Ca ag	CHO parental Ca	CHRM1 agonist
1	COc1cc2[nH]c(=O)n(CCC(=O)N3CCC(N4CCCCC4)CC3)c(=O)c2cc1OC	20	1	0.6	1	-5
2	O=C(N1CCN(c2ccccn2)CC1)C(Cl)(Cl)Cl	30	-28	1.7	-28	-13
3	COc1ccc(-n2cnnc2SCC(=O)N2CCN(S(=O)(=O)c3ccccc3)CC2)cc1	-2	-3	0.0	-5	-5
4	CCOC(=O)CNc1ncc([N+](=O)[O-])cc1C#N	7	-17	0.0	-6	-7
5	COc1ccc(C)cc1NC(=O)C1CCCN(S(=O)(=O)c2ccc3[nH]c(=O)ccc3c2)C1 (configuration not stated)	11	-14	1.5	-17	-4
6	COc1ccc(-c2oc(NC(=O)CSc3ncn[nH]3)c(C#N)c2-c2ccc(OC)cc2)cc1	9	/	0.3	-13	-2
7	COc1ccc2[nH]c(C(=O)O)c(NS(=O)(=O)c3ccc(C)c(C)c3)c2c1	20	2	0.5	-4	-2
8	Cc1cccc(-n2nc(C)c3c2NC2=C(C(=O)CCC2)C3c2ccccn2)c1 (configuration not stated)	-3	-5	2.2	-11	-4
9	CCOc1ccc(S(=O)(=O)NCC2(N3CCCCC3)CCCCC2)cc1	9	-11	-0.1	/	-8
10	COc1ccc2nc(C(F)(F)Cl)c(C#N)c(N)c2c1	-2	-4	2.5	-10	-6
11	O=[N+]([O-])c1ccc(Oc2ccc(-c3cnc4ccccc4n3)cc2[N+](=O)[O-])cc1	-1	15	0.2	-6	-5
12	Nc1ccc(C(=O)Oc2ccc([N+](=O)[O-])cc2)cc1	-12	-4	2.2	9	-4
13	CC(C(=O)Nc1ccccc1C(=O)O)n1c(C(F)(F)F)nc2ccccc21 (configuration not stated)	7	1	-0.1	-6	-9
14	CCCOc1ccc(/C(O)=C2/C(=O)C(=O)N(CCCn3ccnc3)C2c2ccco2)cc1 (configuration not stated)	-7	-1	-0.2	-4	0
15	CC1(C)CC(NC(=O)COc2ccc(Cl)cc2Cl)CC(C)(C)N1	-15	-18	0.9	-17	-8

cpd	V1R ag counter	TAAR1 ag	OXTR potentiate	CHO-K1 Ca antag
1	1.1	1	2	-10
2	0.6	2	-4	-9
3	-1.5	2	-2	1
4	0.5	0	1	3
5	1.8	2	-4	4
6	-0.2	/	-6	0
7	0.3	0	-5	-6
8	0.2	0	1	-5
9	/	2	/	3
10	4.6	9	-12	-4
11	1.2	7	-9	-1
12	3.1	4	-7	-8
13	-0.2	2	0	0
14	-0.1	9	-10	6
15	-0.7	2	3	-7

# (continued)
cpd	molecule	CHO-K1 Ca PAM	TAAR1 antag	CHO-K1 Ca ag	CHO parental Ca	CHRM1 agonist
16	COc1ccc(CN(C(=O)CNC(=O)c2ccco2)C(C(=O)NC2CCCC2)c2ccco2)cc1 (configuration not stated)	14	26	2.4	-9	5
17	COc1ccc(NC(=S)N2CCC(NC(=O)c3cccc(C)c3)CC2)cc1	12	9	0.9	-14	-3
18	Cc1oc(-c2ccccc2F)nc1CS(=O)(=O)CC(=O)NCCCN1CC(C)CC(C)C1 (configuration not stated)	-19	-20	-0.7	-26	-6
19	O=C(NCC(F)(F)F)[C@H]1O[C@@H](n2ccc(=O)[nH]c2=O)[C@H](O)[C@@H]1O	13	-20	0.6	/	-1
20	CC(C)OC(=O)c1c(N)sc2c1CCCC2	18	2	-0.2	-23	-6
21	O=c1cc(CSc2nnc(COc3ccccc3)n2-c2ccccc2)c2ccccc2[nH]1	-9	-1	0.3	-12	-1
22	O=C(CC1C(=O)NCCN1Cc1ccc(-c2ccccc2)cc1)NCc1ccncc1 (configuration not stated)	18	4	0.9	-8	-8
23	C=CCn1c(SCC(=O)c2ccc(O)c(O)c2)nnc1-c1ccccc1OC	5	6	0.1	-14	-1
24	COc1ccc(N/C(=N/c2nc(C)cc(C)n2)NC(=O)Nc2ccc(Cl)c(Cl)c2)c(OC)c1	14	12	0.2	-1	-6
25	COc1cccc(/C=C/c2ccc3ccccc3n2)c1OC(C)=O	-11	16	1.5	-6	-4
26	CCOC(=O)N1CCN(C(=O)C2CCN(Cc3ccc(O)c(OCC)c3)CC2)CC1	16	17	0.7	-13	-10
27	CC(SCc1cc(=O)n2c([nH]c3ccccc32)c1C#N)C(=O)O (configuration not stated)	19	-17	1.3	6	-3
28	NS(=O)(=O)c1ccc(CCNS(=O)(=O)c2cccs2)cc1	11	-17	1.8	1	-3
29	CCN(CC)c1ccc(O)c(C=Nc2ccc(C)c(C)c2)c1	7	16	0.3	-12	-12
30	CC1CCN(CC2C(=O)O[C@@H]3C[C@@]4(C)CCC[C@H](C)C4=C[C@H]23)CC(C)(C)C1 (some centres not stated)	15	2	0.1	-12	-3

cpd	V1R ag counter	TAAR1 ag	OXTR potentiate	CHO-K1 Ca antag
16	0.6	6	-8	-10
17	-0.1	-1	-4	-10
18	0.1	3	-1	7
19	/	6	/	-1
20	-1.4	-2	6	-15
21	0.3	10	0	11
22	1.1	1	-8	-10
23	2.3	3	-10	-1
24	1.6	-1	-2	-6
25	0.8	7	-4	2
26	0.4	-1	1	-3
27	1.1	4	-1	-19
28	-0.4	2	-4	-8
29	0.1	9	-9	8
30	-0.4	5	3	-6

# Arranged by value in CHRM1 agonist (largest number first): three of the compounds above
no. | smiles | TAAR1 antag | CHRM1 agonist | OXTR potentiate
25 | COc1cccc(/C=C/c2ccc3ccccc3n2)c1OC(C)=O | 16 | -4 | -4
4 | CCOC(=O)CNc1ncc([N+](=O)[O-])cc1C#N | -17 | -7 | 1
22 | O=C(CC1C(=O)NCCN1Cc1ccc(-c2ccccc2)cc1)NCc1ccncc1 (configuration not stated) | 4 | -8 | -8

# Continuation.
cpd	molecule	CHO-K1 Ca PAM	TAAR1 antag	CHO-K1 Ca ag	CHO parental Ca	CHRM1 agonist
31	CCOC(=O)c1ccc2c(c1)n(CC)c(/C=C/Nc1ccccc1)[n+]2CC	4	-6	0.5	5	-15
32	Cc1ccc(NC(=O)c2cc(-c3ccc(C)c(C)c3O)n[nH]2)cc1C	-13	13	0.3	1	-4
33	O=C(CNS(=O)(=O)c1ccc(Br)cc1)N1CCN(c2ccc(F)cc2)CC1	18	1	2.7	-8	2
34	CN1CCC(Oc2ccccc2Sc2ccc(C(F)(F)F)cc2)CC1	14	2	0.7	-5	-10
35	Cc1cc(OCC(=O)N2CCOCC2)ccc1[N+](=O)[O-]	26	-14	1.8	-2	-2
36	O=C(c1ccco1)N1CCN(C(=O)C2c3ccccc3Oc3ccccc32)CC1	7	5	0.9	-27	-11
37	COc1ccc(N(CC(=O)NC(C)C)C(=O)CCC(=O)Nc2ccccn2)cc1	13	-20	0.2	0	-4
38	O=C(NCCNC(=O)Oc1cccc2ccccc12)Oc1cccc2ccccc12	13	6	2.1	/	-1
39	O=C(COC(=O)c1ccccc1Cl)NC(=O)NCc1ccccc1	21	-10	0.3	-20	-2
40	Cc1ccc(-c2nc(C#N)c(NCCc3ccccn3)o2)cc1	10	-6	-0.2	-12	-1
41	COc1ccc(OC)c(NC(=O)C2(C)CCN2Cc2ccccc2Cl)c1 (configuration not stated)	19	3	0.3	/	-6
42	CCCc1nc2ccc(Cl)cn2c1Cc1ccsc1	11	1	2.0	/	-10

cpd	V1R ag counter	TAAR1 ag	OXTR potentiate	CHO-K1 Ca antag
31	1.0	8	-2	-15
32	-0.2	1	-11	4
33	3.1	4	-11	-4
34	8.4	2	-7	-5
35	0.5	1	-3	-9
36	1.1	7	-4	-16
37	1.0	7	-2	-5
38	/	2	/	-13
39	-0.5	7	-6	-1
40	-0.5	1	-22	-8
41	/	0	/	-13
42	/	-1	/	11

# By substructure, the entries above containing two or more sulfur atoms
cpd	molecule	CHO-K1 Ca PAM	TAAR1 antag	CHO-K1 Ca ag	CHO parental Ca	CHRM1 agonist
3	COc1ccc(-n2cnnc2SCC(=O)N2CCN(S(=O)(=O)c3ccccc3)CC2)cc1	-2	-3	0.0	-5	-5
28	NS(=O)(=O)c1ccc(CCNS(=O)(=O)c2cccs2)cc1	11	-17	1.8	1	-3

cpd	V1R ag counter	TAAR1 ag	OXTR potentiate	CHO-K1 Ca antag
3	-1.5	2	-2	1
28	-0.4	2	-4	-8

# Record cards, as listed above. Order of screens: CHO-K1 Ca PAM	TAAR1 antag	CHO-K1 Ca ag	CHO parental Ca	CHRM1 agonist	V1R ag counter	TAAR1 ag	OXTR potentiate	CHO-K1 Ca antag
# Shown for O=C(COC(=O)c1ccccc1Cl)NC(=O)NCc1ccccc1 = 21	-10	0.3	-20	-2	-0.5	7	-6	-1
# Shown for CCOC(=O)c1ccc2c(c1)n(CC)c(/C=C/Nc1ccccc1)[n+]2CC = 4	-6	0.5	5	-15	1.0	8	-2	-15
# Shown for O=C(CNS(=O)(=O)c1ccc(Br)cc1)N1CCN(c2ccc(F)cc2)CC1 = 18	1	2.7	-8	2	3.1	4	-11	-4
# Shown for Cc1cc(OCC(=O)N2CCOCC2)ccc1[N+](=O)[O-] = 26	-14	1.8	-2	-2	0.5	1	-3	-9
